MPTP inh = permeability transition pore inhibition. hit rate 1.4% among 360,000. inhibition, % at 10 µM. isolated mouse mitochondria, Ca2+ swelling absorbance, 30 min. AID 602449;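 active = inhibition of 50% or more, scaled per plate between neutral and stimulator controls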;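 also: 0% = DMSO wells given calcium and 100% = 1 mM EGTA wells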
A3A deaminase = human APOBEC3A DNA deaminase inhibition; P31941; recombinant A3A, FAM/TAMRA ssDNA deamination fluorescence; inhibition, % at 20 µM; hit rate 0.41% among 330,000;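 active = at least 40% inhibition at 20 µM here, with at most 30% in a related deaminase screen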;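 also: plate controls were A3A with DMSO for no effect and wells lacking A3A enzyme for full effect; some results filed as inactive read as strong as hits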
Target sequence (P31941 whole entry, looked up): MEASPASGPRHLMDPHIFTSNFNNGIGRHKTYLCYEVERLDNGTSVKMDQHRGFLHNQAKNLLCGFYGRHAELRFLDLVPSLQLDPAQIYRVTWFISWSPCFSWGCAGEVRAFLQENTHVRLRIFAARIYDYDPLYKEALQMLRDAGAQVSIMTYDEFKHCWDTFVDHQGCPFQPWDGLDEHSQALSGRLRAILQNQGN
NR3A LBD binder = modulates the human NR3A ligand-binding domain; NR3A LBD differential scanning fluorimetry, Tm shift; 0% = protein alone, 100% = glycine-bound protein; Tm shift relative to glycine control, % at 25 µM; hit rate 2.5% among 340,000; AID 1259313;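 active = melting temperature shift of at least 10% of the positive control shift, at one fixed dose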
CCR6 antagonist = antagonists of human CCR6 receptor; CHO-K1 CCR6 PathHunter beta-arrestin, luminescence, CCL20-stimulated; hit rate 0.49% among 340,000; inhibition, % at 20 µM; P51684;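 active = compounds whose inhibition of the agonist-driven luminescence signal at 20 µM reaches about 50%, limit read from the data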;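 also: cells stimulated with CCL20 at 14 nM final; plate controls were DMSO with CCL20 for no effect and DMSO without agonist for full effect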
Target sequence (P51684 whole entry, looked up): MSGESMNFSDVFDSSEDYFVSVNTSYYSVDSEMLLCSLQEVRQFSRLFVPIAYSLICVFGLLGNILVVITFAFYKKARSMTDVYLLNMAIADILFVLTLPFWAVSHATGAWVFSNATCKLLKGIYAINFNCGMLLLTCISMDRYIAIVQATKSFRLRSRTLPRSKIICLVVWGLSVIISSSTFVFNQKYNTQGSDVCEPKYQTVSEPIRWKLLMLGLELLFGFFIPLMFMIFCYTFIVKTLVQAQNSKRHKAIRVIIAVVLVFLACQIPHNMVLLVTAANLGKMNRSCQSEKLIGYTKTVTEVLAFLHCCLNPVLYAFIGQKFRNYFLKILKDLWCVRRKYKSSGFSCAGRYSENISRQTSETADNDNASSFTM
Gli-Sufu block = Gli-Sufu pathway antagonism. inhibition, % at 5 µM. hit rate 0.74% among 340,000. Sufu-KO-LIGHT fibroblasts, Gli luciferase reporter luminescence;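 active = inhibition above about 55%, limit read from the data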;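 also: 0% = DMSO-treated cells and 100% = wells with medium but no cells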
A3G deaminase = APOBEC3G (human) deaminase inhibition; Q9HC16; inhibition, % at 20 µM; recombinant A3G, ssDNA deamination FAM/TAMRA fluorescence; hit rate 0.28% among 330,000; AID 493012;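 active = inhibition of at least 40% at 20 µM, with no more than 30% in the related APOBEC3A deaminase screen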;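 also: plate controls were DMSO wells with A3G for no effect and wells lacking A3G enzyme for full effect; some compounds called inactive have numbers as strong as hits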
EBI2 block = EBI2 (human) antagonism; P32249; EBI2 beta-arrestin recruitment, luminescence, 7a,25-OHC stimulated; inhibition, % at 5 µM; hit rate 0.81% among 360,000; in the data active = inhibition above about 38%;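 also: enzyme fragment complementation signal reports receptor beta-arrestin coupling in cells; 0% = agonist plus DMSO wells and 100% = wells without agonist; some results beyond the cut were filed as inactive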
Target sequence (P32249 whole entry, looked up, the tested form may be a part): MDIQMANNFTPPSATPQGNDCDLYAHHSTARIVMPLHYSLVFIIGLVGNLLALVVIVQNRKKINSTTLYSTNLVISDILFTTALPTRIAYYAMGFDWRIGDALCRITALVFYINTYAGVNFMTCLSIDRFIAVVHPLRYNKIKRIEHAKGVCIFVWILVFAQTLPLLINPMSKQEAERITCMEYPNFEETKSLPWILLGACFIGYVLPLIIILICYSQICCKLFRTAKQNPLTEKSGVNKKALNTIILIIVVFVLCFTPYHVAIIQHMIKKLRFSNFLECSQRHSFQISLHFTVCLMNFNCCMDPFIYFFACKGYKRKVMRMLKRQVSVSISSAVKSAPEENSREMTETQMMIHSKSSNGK
CXCR6 block = blocks human CXCR6 beta-arrestin recruitment | inhibition, % at 20 µM | hit rate 0.36% among 360,000 | O00574 | CHO-K1 PathHunter CXCR6 beta-arrestin, luminescence; in the data active = inhibition above about 34%, passing the limit was not always enough;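 also: antagonist mode with CXCL16 agonist at 10 nM final; 0% = 10 nM CXCL16 with DMSO and 100% = unstimulated wells without agonist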
* hit, by the source's call; · = not tested or not shown. Outcome played no part in choosing rows, and some 5.8% of all compounds hit somewhere here.

Screens in order: EBI2 block, A3G deaminase, CXCR6 block, A3A deaminase, Gli-Sufu block, NR3A LBD binder, MPTP inh, CCR6 antagonist
- O=C(Nc1cccc(Cl)c1)Nc1nnc(CC2=CCCCC2)s1
    1, -4, -9, -1, -6, 29*, 89*, -18
- Cc1cccc(OCC(=O)OCC(=O)N(CC(C)C)c2c(N)n(Cc3ccccc3)c(=O)[nH]c2=O)c1C
    -9, 23, 9, 8, ·, -1, 1.0, 9
- CCC(C)(C)NC(=O)c1ccc(Br)o1
    -14, -6, 0, -1, -15, -11, 1.4, -3
- O=C(CSc1nnc2c(Cl)cc(C(F)(F)F)cn12)Nc1ccc2c(c1)OCO2
    -1, -5, -8, -1, -17, -8, 2.5, -22
- CCc1nc(CN(C)C(=O)C2CCC(=O)N(CCc3cccc(F)c3)C2)no1 (stereo not given)
    0, -8, -10, 2, -3, 0, 0.2, 1
- CN(C)C(=O)C1C2NC(=S)N(c3cccc(Cl)c3)C1(C)Oc1ccc(Cl)cc12 (stereo not given)
    -4, -5, 7, 0, -17, 1, -3.2, 7
- CC1CCC2C(=O)N(c3ccc(C(=O)NCc4ccccc4)cc3)C(=O)C2C1 (stereo not given)
    9, -1, -10, -1, 1, -3, 2.4, 10
- CC(C)(C)c1ccc(-c2n[nH]c(=S)n2CC2CCCO2)cc1 (stereo not given)
    4, 16, -3, -3, 7, 1, -0.3, -3
- COc1cccc(COC(=O)Cc2ccc(S(=O)(=O)N3CCOCC3)s2)c1OC
    -17, -8, 4, -1, -5, 0, -0.7, 9
- O=C(CCNC(=O)c1ccc(Br)cc1)Nc1ccc(S(=O)(=O)N2CCOCC2)cc1
    12, -11, -9, -3, -2, 4, -2.0, 15
- CCOc1ccc(S(=O)(=O)N2CCCC(C(=O)Nc3cc(C)cc(C)c3)C2)cc1 (stereo not given)
    2, -5, 0, -2, 36, -1, 1.9, 8
- O=C1NC(=O)C2(N1)c1ccccc1-c1ccccc12
    -6, ·, 1, ·, 1, 0, -0.9, 5
- Cc1cc(-c2nc3cccnc3s2)ccc1NS(=O)(=O)c1cccs1
    -3, 0, -21, 3, -36, -6, 1.2, -22
- CCOc1ccc(/C=C(\C#N)C(=O)NCC2CCCO2)cc1OCC (stereo not given)
    -13, 2, -8, 37, 14, 13*, -0.2, -1
- O=C(O)c1cccc(NC(=S)NC(=O)C(c2ccccc2)c2ccccc2)c1
    2, 0, -1, 2, -28, -1, 1.5, 13
- Cc1nn(-c2ccccc2)c(Cl)c1/C=N/NC(N)=O
    -9, -1, -6, 5, -23, -2, 0.6, 3
- O=C(NCNC(=O)c1ccccc1)c1ccccc1
    -13, -9, 10, 0, -10, 0, 0.1, -8
- NS(=O)(=O)c1ccc(CNC(=O)/C=C/c2c(F)cccc2Cl)cc1
    2, -10, -4, -4, -5, -2, -0.1, 0
- C/C(=N\N1C(C)CCCC1C)c1ccccc1O (stereo not given)
    3, 2, 0, 3, 11, 0, -0.2, 14
- C=CCNC(=O)c1sc(-c2ccccc2)nc1C
    -4, -5, -6, -3, -8, 0, -2.2, -7
- CN(C)C=NC(=O)c1cc(C(=O)c2ccc(C(C)(C)C)cc2)c[nH]1
    -39, -9, 0, -2, -61, -1, -2.1, -1
- CCN(CC)C(c1ccc(F)cc1)c1nnnn1CC1CCCO1 (stereo not given)
    -2, -4, 1, -2, 3, 1, -1.1, 15
- COc1ccc(NC(=O)C2C3C=CC(C3)C2C(=O)NCc2ccco2)c(OC)c1 (stereo not given)
    -5, -4, 8, -3, 4, -3, -1.0, 9
- O=C(Nc1nn(Cc2ccc(Cl)cc2)cc1Br)c1ccc(COc2ccccc2Cl)o1
    5, -1, 6, -6, 3, -4, 0.1, 4
- O=C(Cn1cnnn1)Nc1cccc([N+](=O)[O-])c1
    4, 0, 2, 1, ·, 0, -0.5, 4
- COc1ccccc1/C=C/C=N/n1c(C2CCCCC2)n[nH]c1=S
    -3, -13, 3, -3, 0, 13*, 4.3, 5
- C=CCOC(=O)C1=C(C)NC2(O)c3ccccc3C(=O)C12O (stereo not given)
    -11, -2, 2, 0, 10, 2, 4.1, 8
- CC1(C)CC(=O)C/C(=N\NC(=S)NCc2ccccc2)C1
    -4, -10, 0, 1, -16, -17, -2.5, -3
- C=CCC[C@H](Cc1ccc(F)cc1)C(=O)OC[C@@H](NC(=O)[C@@H](CC=C)CC(=O)N[C@@H](CO)Cc1ccccc1)C(C)(C)C
    17, -10, -16, -2, -24, 31*, 1.4, 5
- CCOc1ccc(S(=O)(=O)N2CCN(C(=S)NCc3ccco3)CC2)cc1
    -1, -9, -8, -6, -28, -5, 1.3, 29
- CCn1c(CNc2ccc(F)cc2)nnc1SCC(=O)Nc1ccc(OC)cc1
    -6, -2, 0, -1, 2, 1, 1.1, 13
- Cc1ccc(OCCn2c3ccccc3n3nc(C)c(=O)nc23)cc1
    16, -6, 5, -3, 0, -1, 0.8, 18
- Cc1ccc(-n2c(C)nnc2SCC(=O)N2CCOCC2)cc1
    -3, -7, -3, -2, 22, 0, 0.0, 12
- C/C(=N/NC(=O)c1cc2ccccc2cc1O)C1C(=O)c2ccccc2C1=O
    12, -4, 21, -1, -21, 9, 86*, 36
- CN1CCN(C(=O)C23CCC(C)(C(=O)C2Br)C3(C)C)CC1 (stereo not given)
    13, -7, 8, 2, 2, 0, 0.3, 6
- Cc1ccc(SC2=C(N(C)C)C(=O)c3ccccc3C2=O)cc1
    -8, ·, 17, ·, 12, -1, 2.5, 35
- CC(=O)OCC(=O)Nc1ccc(C(C)=O)cc1
    -17, -3, -7, 16, -35, 3, -0.9, 11
- CCn1nnnc1NCc1c(OC)ccc2ccccc12
    -2, -7, -8, 1, 5, -1, 0.4, 5
- Cc1ccc(C(c2nnnn2C2CCCCC2)N2CCc3ccccc32)cc1 (stereo not given)
    12, -8, 10, -1, 15, -2, 2.8, 17
- CCOC(=O)N1CCC(NS(=O)(=O)c2cc(Br)cnc2N)CC1
    13, -3, 6, 1, -16, 6, -1.4, -19
- CCn1c(SCC(=O)NC2CC2)nnc1-c1ccncc1
    0, -4, -2, -2, 6, -1, 0.3, 7
- Cc1ccccc1N(CC(=O)NCCSCc1ccccc1)S(C)(=O)=O
    -11, 0, 0, -5, -11, 0, 0.5, 11
- CCCCn1c(N)c(Sc2ccc(C)cc2)c(=O)[nH]c1=O
    -11, -5, -2, -2, 13, 0, -0.1, 10
- CS(=O)(=O)NCCNc1ccc(C(F)(F)F)cc1[N+](=O)[O-]
    5, 3, 0, 2, -7, -1, -0.7, 15
- COC(=O)c1ccc(CSc2ncnc3ccccc23)o1
    2, 1, 7, 0, 10, 1, 0.0, 6
- CCC(C)(C)n1nnnc1C(c1cccc(C#N)c1)N1CCN(c2cc(C)ccc2C)CC1 (stereo not given)
    20, -4, 17, -4, 17, -14, 1.6, 23
- COc1cc2c(cc1OC)CN(CC(=O)Nc1ccccc1C#N)CC2
    2, -8, -5, 0, 9, 0, 0.4, 8
- COc1ccc(Cc2[nH]n3c(=O)c(Cl)c(C)nc3c2-c2ccccc2)cc1
    -9, 0, 25, 2, -2, -6, 15, -22
- COc1ccc(CCN2C(=O)CC(C(N)=O)SC2=Nc2ccc(F)cc2)cc1OC (stereo not given)
    -1, -1, -11, 5, -7, 0, 1.0, 6
- Cn1c(SCC(=O)N2CCOCC2)nnc1-c1ccc(Cl)cc1Cl
    -1, -9, 2, 1, -3, 3, 2.1, -8
- c1ccc2c(C3=NNC(=NC4CCCCC4)SC3)c[nH]c2c1
    6, -11, -8, 4, 12, -4, 1.4, -4
- Cc1ccc(CN2CCN(Cc3ccc(C)s3)CC2CCO)cc1 (stereo not given)
    5, 0, -2, 1, 15, 3, -0.1, -5
- COc1ccc(-n2cnc3c(N)nc(N)nc32)cc1
    3, ·, 5, ·, -8, 0, -1.6, 17
- CCOC(=O)c1cnc2ccccc2c1Nc1ccc2c(c1)OCCO2
    12, 4, 6, 2, 18, 1, -8.9, 16
- Cc1ccc(C2=NS(=O)(=O)N(C)C(C(=O)NCc3ccccn3)=C2)cc1
    -1, -3, 5, -5, -14, 0, -1.5, 10
- O=C(CSc1n[nH]c(-c2ccccc2)n1)N1CCCC1
    4, -2, 2, 2, -15, -1, -0.7, 8
- Cc1ccc(S(=O)(=O)SC/C=C/CSS(=O)(=O)c2ccc(C)cc2)cc1
    6, ·, 4, ·, 6, 6, 31, 8
- O=C(C1=C[C@@H](c2ccc(C(F)(F)F)cc2)C[C@@H](OCCCCO)O1)N1CCCCCCC1
    6, -4, -2, -5, 8, 0, 0.7, 13
- Cc1nc(Nc2ccc(Cl)cc2Cl)sc1C(=O)Nc1ccccc1
    38, -3, 6, 5, -6, 43*, 46, 5
- Cc1cc(C)n2ncc(/C(N)=N/OC(=O)Nc3ccccc3)c2n1
    1, -6, -11, -1, -4, 1, 1.7, -24

Arranged by SMILES length (lowest first): some entries from above.
Screens in order: EBI2 block, A3G deaminase, CXCR6 block, A3A deaminase, Gli-Sufu block, NR3A LBD binder, MPTP inh, CCR6 antagonist
- COC(=O)c1ccc(CSc2ncnc3ccccc23)o1
    2, 1, 7, 0, 10, 1, 0.0, 6
- CCn1c(SCC(=O)NC2CC2)nnc1-c1ccncc1
    0, -4, -2, -2, 6, -1, 0.3, 7
- O=C(CSc1n[nH]c(-c2ccccc2)n1)N1CCCC1
    4, -2, 2, 2, -15, -1, -0.7, 8
- Cc1ccc(CN2CCN(Cc3ccc(C)s3)CC2CCO)cc1 (stereo not given)
    5, 0, -2, 1, 15, 3, -0.1, -5
- CCCCn1c(N)c(Sc2ccc(C)cc2)c(=O)[nH]c1=O
    -11, -5, -2, -2, 13, 0, -0.1, 10
- CCOC(=O)c1cnc2ccccc2c1Nc1ccc2c(c1)OCCO2
    12, 4, 6, 2, 18, 1, -8.9, 16
- Cn1c(SCC(=O)N2CCOCC2)nnc1-c1ccc(Cl)cc1Cl
    -1, -9, 2, 1, -3, 3, 2.1, -8
- Cc1ccccc1N(CC(=O)NCCSCc1ccccc1)S(C)(=O)=O
    -11, 0, 0, -5, -11, 0, 0.5, 11
- Cc1cc(C)n2ncc(/C(N)=N/OC(=O)Nc3ccccc3)c2n1
    1, -6, -11, -1, -4, 1, 1.7, -24
- CS(=O)(=O)NCCNc1ccc(C(F)(F)F)cc1[N+](=O)[O-]
    5, 3, 0, 2, -7, -1, -0.7, 15
- Cc1ccc(S(=O)(=O)SC/C=C/CSS(=O)(=O)c2ccc(C)cc2)cc1
    6, ·, 4, ·, 6, 6, 31, 8
- CCC(C)(C)n1nnnc1C(c1cccc(C#N)c1)N1CCN(c2cc(C)ccc2C)CC1 (stereo not given)
    20, -4, 17, -4, 17, -14, 1.6, 23
- O=C(C1=C[C@@H](c2ccc(C(F)(F)F)cc2)C[C@@H](OCCCCO)O1)N1CCCCCCC1
    6, -4, -2, -5, 8, 0, 0.7, 13

Next part
Screens in order: EBI2 block, A3G deaminase, CXCR6 block, A3A deaminase, Gli-Sufu block, NR3A LBD binder, MPTP inh, CCR6 antagonist
- CCCc1[nH]nc2c1C(C1CCCCC1)C(C#N)=C(N)O2 (stereo not given)
    -22, 3, -2, 2, -6, 2, 0.3, 12
- CCCCC1=NN(C(=O)c2cccnc2)C(O)(C(F)(F)F)C1 (stereo not given)
    -2, -5, -6, -1, -6, -1, 1.2, 4
- CCOC(=O)c1[nH]c2ccc(F)cc2c1NC(=O)c1ccccc1C(=O)O
    -4, -8, -5, -5, 0, 2, 0.4, 11
- Cc1ccc(C(=O)NCCCNC(=O)COc2ccccc2Cl)cn1
    -4, -11, 2, -3, 7, -1, 1.2, 1
- CCOc1ccc(CN(C)C(C)C(=O)Nc2ccc([N+](=O)[O-])cc2Cl)cc1OC (stereo not given)
    20, -5, 7, 3, 11, 1, 4.1, 13
- C/C(Cl)=C/Cc1c(C)[nH]c2ccc(C)cc2c1=O
    11, -3, 2, -2, -4, -8, 1.6, 13
- CCOC(=O)c1c(C)[nH]c(C)c1C(=O)COC(=O)c1ccccc1O
    0, -6, -3, 1, 6, 1, 1.0, 10
- CSCCC(NC(=O)c1ccco1)C(=O)OCc1cc([N+](=O)[O-])cc2c1OCOC2 (stereo not given)
    3, -9, -19, -1, 1, -1, -0.9, 3

Bioassay records: PubChem BioAssay, Sanford-Burnham Center for Chemical Genomics
